CHRM1 antagonist: human M1 muscarinic receptor antagonists, primary screen, CHO-K1 cells, Fluo-8 calcium fluorescence, 1536-well. CHO-K1 hM1, ACh EC80 antagonist. 1.3% of 360,000 active. Muscarinic acetylcholine receptor M1 (Homo sapiens), P11229. inhibition, % at 3 µM;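 active = percent inhibition above its own plate's cutoff, namely the mean of that plate's compound wells plus 3 SD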;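 note: peak over basal fluorescence ratio during 140 s after agonist addition; 0% = ACh EC80 plus DMSO and 100% = DMSO alone without agonist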
Target sequence (P11229 whole entry, looked up): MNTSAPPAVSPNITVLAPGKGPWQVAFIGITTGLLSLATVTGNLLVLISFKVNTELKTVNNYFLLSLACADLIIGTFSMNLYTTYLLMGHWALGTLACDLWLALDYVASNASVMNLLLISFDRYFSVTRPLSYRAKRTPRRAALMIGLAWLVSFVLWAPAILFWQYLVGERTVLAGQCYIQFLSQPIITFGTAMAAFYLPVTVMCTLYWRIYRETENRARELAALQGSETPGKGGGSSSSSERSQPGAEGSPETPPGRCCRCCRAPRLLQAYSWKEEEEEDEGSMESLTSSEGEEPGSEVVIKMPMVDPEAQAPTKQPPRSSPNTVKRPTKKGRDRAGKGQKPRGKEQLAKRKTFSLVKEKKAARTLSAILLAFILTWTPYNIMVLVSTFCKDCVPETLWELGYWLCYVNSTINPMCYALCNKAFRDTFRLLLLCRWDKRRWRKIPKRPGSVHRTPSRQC
CHRM1 PAM: human M1 muscarinic receptor positive allosteric modulators, primary screen, CHO-K1 cells, Fluo-8 calcium fluorescence, 1536-well. activation, % at 3 µM. 0.088% of 360,000 active. Muscarinic acetylcholine receptor M1 (Homo sapiens), P11229. CHO-K1 hM1, ACh EC20; 0% = ACh EC20, 100% = maximal ACh; in the data active = activation above about 19%, passing the limit was not always enough
M1 ag: human M1 muscarinic receptor agonists, primary screen, Fluo-8 calcium fluorescence, CHO-K1 cells, HTS; activation, % at 3 µM; Muscarinic acetylcholine receptor M1 (Homo sapiens), P11229; 0.33% of 360,000 active; AID 588814, 2011; CHO-K1 hM1, agonist mode; 0% DMSO, 100% acetylcholine EC100;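 active = activation above the run's mean compound activation plus 3 SD, cut at about 16% in these data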;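 note: peak over basal fluorescence ratio within a 140 s kinetic read after compound addition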
OXTR ag: human OXTR agonists, primary screen, fluorescence, CHO-OTR cells, Fluo-8 calcium | activation, % at 3 µM | AID 2435, 2010 | 0.32% of 320,000 active | Fluo-8 calcium fluorescence; normalized: DMSO 0%, oxytocin 100% | Oxytocin receptor (Homo sapiens), P30559;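 active = activation above the mean of all tested compounds plus 3 SD, cutoff set per screening run, cut at about 20% in these data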;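 note: peak over basal fluorescence ratio from a 100 s FLIPR kinetic read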
TAAR1 antag: human TAAR1 antagonists, primary screen, Fluo-8 calcium fluorescence, CHO RD-HGA16 cells. Trace amine-associated receptor 1 (Homo sapiens), Q96RJ0. antagonist. inhibition, % at 3 µM. 1.5% of 360,000 active;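 active = inhibition above a per-plate cutoff, the mean inhibition of test compounds on that plate plus 3 SD, cut at about 49% in these data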;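 note: 0% = DMSO plus EC80 beta-PEA response and 100% = DMSO alone without agonist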
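Assay system: CHO-derived RD-HGA16 cells stably expressing human TAAR1 plus Gα16. Timing: 140 s kinetic read after compound, 140 s after agonist. Technique: kinetic Fluo-8 calcium fluorescence measurement. Measure: % inhibition of agonist calcium response.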
CHO parental Ca: ATP-evoked calcium signal inhibitors, parental CHO, primary screen, counter-screen for OX1R antagonist project, cell-based, fluorescence, Fluo-8 calcium dye; parental CHO-K1, ATP-induced calcium, Fluo-8 fluorescence; inhibition, % at 5.6 µM; 0.63% of 330,000 active;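 active = inhibition above that plate's mean sample inhibition plus 3 SD, cut at about 26% in these data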;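 note: 0% = ATP-challenged DMSO wells and 100% = DMSO wells without ATP; some compounds past the cut are filed as inactive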
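Measured by: calcium-sensitive Fluo-8 fluorescence / Test system: CHO parental line / Controls: ATP-challenged DMSO wells low, unchallenged DMSO wells high / Measure: % inhibition / Compound: single nominal dose of 5.6 µM per compound / Replicates: single well per compound, no replicates / Reagent: ATP as calcium-mobilizing challenge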
V1aR counter: agonists of human V1a receptor, primary screen, counter-screen for OXTR agonist project, fluorescence, CHO-V1R cells | Vasopressin V1a receptor (Homo sapiens), P37288 | 0.25% of 320,000 active | activation, % at 3 µM | Fluo-8 calcium fluorescence, agonist mode; 0% DMSO, 100% 3 nM vasopressin | AID 2797, 2010;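 active = activation above the mean activation of all tested compounds plus 3 SD, per screening run, cut at about 20% in these data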;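 note: signal is peak over basal fluorescence ratio across a 100 second FLIPR read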
Target sequence (P37288 whole entry, looked up): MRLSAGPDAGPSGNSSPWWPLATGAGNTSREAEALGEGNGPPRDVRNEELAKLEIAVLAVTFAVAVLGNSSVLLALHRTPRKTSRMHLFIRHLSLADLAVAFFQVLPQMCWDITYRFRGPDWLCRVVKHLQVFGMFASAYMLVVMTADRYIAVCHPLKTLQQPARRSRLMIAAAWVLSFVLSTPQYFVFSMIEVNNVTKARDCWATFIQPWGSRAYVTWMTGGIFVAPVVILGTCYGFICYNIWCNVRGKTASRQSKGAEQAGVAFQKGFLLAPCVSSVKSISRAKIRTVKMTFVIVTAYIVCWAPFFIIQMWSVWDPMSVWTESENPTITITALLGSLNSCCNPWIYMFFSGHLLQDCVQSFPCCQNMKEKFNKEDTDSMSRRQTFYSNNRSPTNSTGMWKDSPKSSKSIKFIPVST
TAAR1 ag: human TAAR1 agonists, primary screen, Fluo-8 calcium fluorescence, CHO RD-HGA16 cells. 0.99% of 360,000 active. vehicle wells 0%, saturating PEA agonist 100%. activation, % at 3 µM. AID 624467, 2012;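 active = activation above the mean activation of all test compounds in the run plus 3 SD, cut at about 38% in these data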
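Assay system: CHO-derived RD-HGA16 cells with stable Gα16 and human TAAR1; timing: 17-24 h seeding, 75 min 37 °C dye, 30 min RT; read-out: % activation from peak over basal fluorescence ratio, DMSO-to-PEA scaled; measured by: kinetic Fluo-8 calcium fluorescence; benchmarks: low control DMSO, high control PEA (EC100); doses: 3 µM single concentration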
OXTR potentiator: human OXTR potentiators, primary screen, fluorescence, CHO-OTR cells, Fluo-8 calcium; activation, % at 3 µM; Fluo-8 calcium fluorescence, potentiator mode; 0% = oxytocin EC15, 100% = EC100; AID 2445, 2010; Oxytocin receptor (Homo sapiens), P30559; 0.061% of 320,000 active;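 active = activation above that plate's cutoff, the mean activation of tested compounds plus 3 SD, cut at about 6.6% in these data, passing the limit was not always enough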;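 note: 100% uses oxytocin at 75 nM as the full agonist control; some results filed as inactive read as strong as hits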
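Assay system: CHO cell line stably expressing human OTR. Reagent: EC15 oxytocin agonist. Dosing: single dose, 3.0 µM nominal final compound concentration. Timing: compound 6 min at room temperature before oxytocin, 100 s read. Signal: kinetic Fluo-8 calcium fluorescence. Controls: oxytocin EC15 low and EC100 high.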
The depositor's hits bear a star; nt = no result given; & = joins results of further samples.

SMILES | CHRM1 antagonist | CHRM1 PAM | M1 ag | OXTR ag | TAAR1 antag | CHO parental Ca | V1aR counter | TAAR1 ag | OXTR potentiator
CCC(C)Sc1cccc(-c2nc3ccc(C)cn3c2NCc2ccccc2)c1 (stereo not drawn) | 24.7 | -7.4 | -5.1 | -2.5 | 90.6* | 49.2* | -1.6 | 12.7&2.3 | -11.9
CCc1cc(-c2n[nH]c(C)c2-c2nc3ccccc3n2C)c(O)cc1O | 21.0 | -12.5 | -3.6 | 0.5 | -13.1 | -2.5 | 0.4 | 5.0 | -6.4
Cc1ccc(OCC(=O)N2CC(C)OC(C)C2)c([N+](=O)[O-])n1 (stereo not drawn) | -9.5 | 3.1 | -4.5 | 0.8 | -7.1 | 2.1 | 1.1 | 3.5 | -10.9
CC(Cc1ccc(O)c(O)c1)C(C)Cc1ccc(O)c(O)c1 (stereo not drawn) | nt | nt | nt | 2.2 | nt | 34.4* | 2.1 | nt | -8.3
Cc1cc(C)nc(NC2=NCC(=O)N2CCc2c[nH]c3ccccc23)n1 | -8.6 | -6.5 | -4.3 | -0.2 | 4.5 | -20.4 | 0.9 | 6.4 | -14.7
CCC(=O)OCCNc1cc(Sc2nccn2C)c2nonc2c1[N+](=O)[O-] | 5.3 | 5.2 | -6.6 | -1.0 | 23.9 | 30.3 | -0.3 | -1.5 | -0.1
COc1cccc(C(=O)N2CCN(c3ccc(N4CCOCC4)nn3)CC2)c1 | -14.1 | 3.7 | -3.7 | -0.6 | -12.7 | -12.8 | -0.1 | 1.8 | -12.8
COc1ccc(S(=O)(=O)N2CCOCC2)cc1NC(=O)C1CCN(S(=O)(=O)c2ccc(Cl)cc2)CC1 | 0.3 | 5.3 | -4.6 | nt | 8.6 | nt | nt | -0.6 | nt
O=C(COc1coc(CN2CCN(c3ccccc3)CC2)cc1=O)NCC1CCCO1 (stereo not drawn) | -6.8 | 4.4 | -2.4 | 1.3 | -9.4 | -12.1 | 0.4 | 1.2 | 0.7
C=CCn1c(C)cc(C(=O)CSc2nnc(-c3cccc(S(=O)(=O)N(CC)CC)c3)o2)c1C | -30.8 | 3.2 | -3.8 | -0.4 | 10.9 | 15.3 | 0.8 | 5.0 | -10.1
CCc1nc2ccc(C(=O)NCCN3CCOCC3)cn2c1N(C=O)Cc1ccc(OC)cc1 | -0.4 | -0.6 | -4.4 | nt | -8.2 | nt | nt | 4.0 | nt
COC(=O)c1sccc1NC(=O)Nc1ccccc1C | -11.0 | 7.3 | -3.5 | nt | -19.4 | nt | nt | 2.5 | nt
CCOC(=O)N1CCN(C(=O)CN2C(=O)COc3ccc(C)cc32)CC1 | 2.8 | 1.5 | -1.9 | 0.3 | -2.3 | -3.8 | -1.1 | 3.5 | -4.7
O=C(O)c1cccc(Nc2ccc3nonc3c2[N+](=O)[O-])c1 | 17.1 | -4.2 | -0.7 | 1.5 | -12.1 | 1.8 | 0.0 | 0.2 | 5.8
Cc1ccc(NC(=O)C2CCCN(S(=O)(=O)c3c(C)noc3C)C2)cc1 (stereo not drawn) | -5.7 | 9.7 | -3.8 | -1.1 | 13.2 | -25.2 | 0.1 | 1.5 | -25.5
CCN1CCN(CCNC(=O)c2ccc3nc(-c4cccc(C)c4)c(-c4cccc(C)c4)nc3c2)CC1 | 82.9* | -25.0 | -5.0 | 2.9 | -19.4 | -24.0 | 1.6 | 3.9 | -9.0
CCOc1ccc(CCN2C(=O)C(=O)N([C@@H](Cc3ccccc3)CN3CCC[C@@H]3CN3C(=O)C(=O)NC[C@@H]3Cc3ccc(O)cc3)C[C@@H]2Cc2ccccc2)cc1 | -18.6 | 1.8 | 3.5 | nt | -7.6 | nt | nt | 1.4 | nt
CCN(CC)S(=O)(=O)c1ccc2c(c1)nc(CCC(=O)Nc1cccc(C(F)(F)F)c1)n2CC | -4.8 | -3.1 | -4.3 | 0.3 | 11.8 | -20.1 | 1.4 | 3.6 | -8.4
CCCNC(=O)c1cc(C2CCCN(C(=O)c3cc(F)ccc3C)C2)on1 (stereo not drawn) | -4.5 | -0.1 | -8.5 | nt | -24.6 | nt | nt | 3.3 | nt
Cc1ccc(-n2c(C)nc3c(cnn3-c3ccc(F)cc3)c2=O)cc1C | 29.0* | -12.1 | 1.2 | 5.8 | 9.2 | 3.9 | 4.8 | 9.9 | -18.9
CSc1nc2[nH]ncc2c(=O)[nH]1 | -7.0 | 3.6 | -3.2 | 1.6 | -0.9 | -0.2 | 0.5 | 2.5 | 3.3
CCSc1nnc(NC(=O)CSc2nnc(C)c(=O)n2N)s1 | -0.7 | 6.2 | -1.9 | 0.7 | -13.5 | -8.1 | -0.4 | 0.8 | -9.1
O=C(O)CSc1nccc2ccccc12 | 3.6 | 2.8 | -5.2 | -0.4 | -7.1 | 9.3 | 0.2 | 11.5 | -7.1
Cc1ccc(NC(=O)COC(=O)CC2CC3CCC2C3)cc1S(=O)(=O)N1CCOCC1 (stereo not drawn) | -3.8 | -2.5 | 2.4 | 5.5 | 10.6 | -1.9 | 5.2 | 4.3 | -8.8
CSc1nc(O)c(N=Nc2ccc(F)cc2F)c(=O)[nH]1 | -11.3 | 6.0 | -1.4 | -0.7 | -7.8 | -5.2 | 0.4 | 0.3 | 0.9

Overlap with the part before: 3 compounds; new compounds follow.
SMILES | CHRM1 antagonist | CHRM1 PAM | M1 ag | OXTR ag | TAAR1 antag | CHO parental Ca | V1aR counter | TAAR1 ag | OXTR potentiator
O=C(O)CSc1nccc2ccccc12 | 3.6 | 2.8 | -5.2 | -0.4 | -7.1 | 9.3 | 0.2 | 11.5 | -7.1
Cc1ccc(NC(=O)COC(=O)CC2CC3CCC2C3)cc1S(=O)(=O)N1CCOCC1 (stereo not drawn) | -3.8 | -2.5 | 2.4 | 5.5 | 10.6 | -1.9 | 5.2 | 4.3 | -8.8
CSc1nc(O)c(N=Nc2ccc(F)cc2F)c(=O)[nH]1 | -11.3 | 6.0 | -1.4 | -0.7 | -7.8 | -5.2 | 0.4 | 0.3 | 0.9
Cc1[nH]c2c(C)cccc2c1CCNC(=O)C1CCCCC1C(=O)OCC(F)(F)F (stereo not drawn) | -2.1 | 6.5 | -2.0 | -1.0 | 6.8 | -14.1 | 0.3 | -2.0 | -5.2
COc1cccc(C(O)c2nc3ccccc3n2C(C)C)c1 (stereo not drawn) | -6.7 | 8.1 | 2.0 | 0.2 | -3.9 | -8.7 | 0.1 | 6.0 | 0.3
Cc1ccc(NC(=O)CN2C(=O)NC3(CCCCC3C)C2=O)cc1S(=O)(=O)N1CCOCC1 (stereo not drawn) | 12.8 | -9.8 | -0.5 | nt | -1.0 | nt | nt | 0.9 | nt
COc1cccc(-c2cc(C(=O)N3CC4(C)CC3CC(C)(C)C4)no2)c1 (stereo not drawn) | -9.3 | 1.4 | -8.2 | -0.8 | -8.4 | -21.1 | 0.8 | 21.9 | -11.9
Cc1cc2c(cc(C(=O)OCC(=O)NCc3cccs3)n2C(C)C)o1 | -12.9 | 5.2 | -2.7 | -1.8 | nt | -26.4 | -0.5 | nt | -9.9
CCOc1cc(C(=O)N2CCC(CC3CC(c4ccc(Cl)cc4)=NO3)(C(=O)NCC3CCCCC3)CC2)cc(OCC)c1OCC (stereo not drawn) | -1.6 | 0.8 | -5.7 | -0.1 | -19.8 | -28.1 | 0.8 | 0.3 | -2.8
O=C(NCC(=O)N1CCN(c2ccccc2F)CC1)c1ccco1 | -7.3 | 9.2 | -3.9 | nt | 0.7 | nt | nt | 0.2 | nt
Cc1cc(OC(C)C(=O)NC(Cc2c[nH]c3ccc(O)cc23)C(=O)O)c2c(C)c(C)c(=O)oc2c1 (stereo not drawn) | -5.8 | 5.7 | -2.8 | 0.2 | 17.9 | -0.2 | 0.8 | -0.5 | 2.6
O=C(CSc1nc2ncc(Cl)cc2[nH]1)NC1CCS(=O)(=O)C1 (stereo not drawn) | -7.5 | 10.3 | -0.7 | 0.3 | -19.6 | -5.0 | 0.5 | 8.0 | 0.6
Brc1ccc(CSc2nnc(-c3cnccn3)n2Cc2ccco2)cc1 | 9.9 | -8.5 | -7.0 | -1.9 | 19.2 | -18.2 | -0.3 | 9.3 | -6.7
CC(OC(=O)CCCN=C1NS(=O)(=O)c2ccccc21)C(=O)Nc1ccccc1F (stereo not drawn) | -16.0 | 11.8 | 0.4 | 0.8 | -10.8 | -4.8 | 1.3 | 1.9 | -3.8
COc1ccc(-c2noc(N3CCC(C(=O)NCc4ccc(Cl)cc4)CC3)n2)cc1 | -11.7 | 4.2 | -2.2 | 0.1 | 2.4 | 2.6 | 2.8 | 2.3 | -4.3
COc1ccc(CNC(=O)c2cc(=O)c3cc(C)ccc3o2)cc1 | -4.3 | 5.5 | -2.7 | 10.2 | 7.5 | -6.9 | 4.6 | 1.9 | -2.2
Cc1c(-c2nc(N)nc(Nc3ccccc3F)n2)oc2ccccc12 | 4.5 | -2.5 | 1.3 | -0.8 | -7.9 | -2.0 | 0.3 | 9.8 | -7.8
COc1ccccc1CNC(=O)c1ccc(OC(F)F)c(OC)c1 | 4.1 | -5.3 | -3.2 | -2.8 | -20.0 | -13.6 | -0.3 | -0.8 | 0.3
CC(=O)Nc1ccc(C(=O)CN2C(=O)NC3(CCCCCC3)C2=O)c(F)c1 | -3.6 | -0.6 | 1.3 | 1.3 | -8.1 | -7.0 | 2.0 | 8.4 | 2.5
Cc1cc(C)c(-c2csc(Cc3nc(-c4cc5ccccc5oc4=O)cs3)n2)cc1C | 17.7 | -8.7 | 1.9 | -0.8 | -13.7 | -30.4 | 0.5 | 1.4 | -4.9
COc1ccc(C(=O)N/C=C/n2cnc3cc(C(F)(F)F)ccc32)cc1 | -13.5 | 12.5 | -3.0 | -1.4 | -7.5 | -21.6 | -0.6 | -1.9 | -8.5

Screens (PubChem BioAssay)
